# MKP-3 inhibition = inhibition of rat DUSP6 enzyme activity – biochemical, in vitro, primary screen (AID 425). 110,000 compounds, 0.17% hits. inhibition, % at 20 µM; hits with a dose series show IC50 in µM. recombinant MKP-3 phosphatase activity, fluorescence; higher % means a stronger effect; in the data active = inhibition above about 50%;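 also: plate controls were vehicle for no effect and reference inhibitor for full effect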
# Hsp70 displacement = small molecules displacing fluorescent ligand from Hsp70 – biochemical, fluorescence polarization, primary screen (AID 583) | Hsp70 fluorescence polarization probe displacement, mP; higher % means a stronger effect | displacement, % at 20 µM, or IC50 in µM where a hit was titrated | 140,000 compounds, 0.06% hits; in the data active = displacement above about 50%;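 also: plate controls were vehicle for no effect and reference ligand for full effect; a part of the inactive calls stands beside numbers as strong as those of hits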
# Numbers without * were called inactive; nt = no result given; & = joins results of further samples. The list is partial, so the mix of outcomes need not match the whole.
SMILES | MKP-3 inhibition | Hsp70 displacement
Cc1cc(C(F)(F)F)c2c(n1)sc1c(O)cc(=O)[nH]c12 | nt | -2.5%
Cc1c(C(=O)OC(C)C)sc(NC(=O)/C=C/c2ccc3c(c2)OCO3)c1C(N)=O | 3.6% | 0.0%
CCOc1cccc(C2C(C(=O)OC)=C(C)NC3=C2C(=O)CC(C)(C)C3)c1 (configuration not stated) | 2.6% | -1.4%
Cc1cccc(-n2ncc3c(N4CCN(c5nc(C)cc(C)n5)CC4)ncnc32)c1 | -5.4% | -3.7%
CCOC(=O)c1cc2c(ccn2C)n1CC(=O)N1CCN(c2cccc(C(F)(F)F)c2)CC1 | nt | 6.9%
CC1=Nc2ncnn2C(c2ccccc2)/C1=N\O (configuration not stated) | -17.6% | -0.7%
CC(=O)C1=C(C)NC(=O)NC1c1cccc(O)c1 (configuration not stated) | -4.0% | 1.7%
O=C1c2nc3ccccn3c2C(=O)N1Cc1ccccc1 | -5.6% | -2.0%

# Filtered by structure: the entries above with nitrogen in an aromatic ring (5)
SMILES | MKP-3 inhibition | Hsp70 displacement
Cc1cc(C(F)(F)F)c2c(n1)sc1c(O)cc(=O)[nH]c12 | nt | -2.5%
Cc1cccc(-n2ncc3c(N4CCN(c5nc(C)cc(C)n5)CC4)ncnc32)c1 | -5.4% | -3.7%
CCOC(=O)c1cc2c(ccn2C)n1CC(=O)N1CCN(c2cccc(C(F)(F)F)c2)CC1 | nt | 6.9%
CC1=Nc2ncnn2C(c2ccccc2)/C1=N\O (configuration not stated) | -17.6% | -0.7%
O=C1c2nc3ccccn3c2C(=O)N1Cc1ccccc1 | -5.6% | -2.0%

# Next records:
SMILES | MKP-3 inhibition | Hsp70 displacement
Cc1oc(-c2ccccc2F)nc1CS(=O)(=O)CC(=O)NCCCN(C)C1CCCCC1 | -9.1% | -1.1%
O=C1OC(c2ccccc2)=N/C1=C1\C=C(c2ccccc2)Oc2ccccc21 | 1.4% | -1.6%
Cc1cc(C(=O)N2CCC(C(F)(F)F)n3nccc32)on1 (configuration not stated) | -7.4% | 5.8%
O=C(C1Cc2ccccc2CN1S(=O)(=O)c1cccs1)N1CCCCCC1 (configuration not stated) | 3.2% | 10.9%
CC1CCC/C(=C\Nc2ccc3c(c2)OCO3)C1=O (configuration not stated) | 0.0% | -2.4%
CSc1ccc(Cl)c(C(=O)OCC(=O)NC2CC2)c1 | nt | 1.2%
Cc1ccc(C2Nc3ccc4ncccc4c3C3=C2C(=O)CC(C)(C)C3)cc1 (configuration not stated) | -0.1% | -1.6%
CCOC(=O)C1C(=O)NC(N2CCN(c3ccccc3)CC2)=NC1c1ccco1 (configuration not stated) | -7.7% | -2.1%
O=C(COc1ccc2ccccc2c1)N1CCN(C(=O)c2ccco2)CC1 | 1.6% | -2.7%
CCOC(=O)c1sc(NC(=O)c2cncc(Br)c2)nc1C | 1.2% | -0.4%&1.9%
COc1ccc(C(=O)Nc2sc(Cc3ccccc3)c(C)c2C(N)=O)cc1 | 1.9% | -2.9%
O=c1oc(-c2ccccc2)nc2c1C1(CCCCC1)Cc1ccccc1-2 | nt | 3.0%
CCOC(=O)CSc1nc2ccccc2c(=O)n1NC(=O)c1ccccc1 | 9.4% | 6.3%
O=C(c1ccccn1)N(CC1CCCO1)C1(C(=O)NC2CCCCC2)CCCCC1 (configuration not stated) | 2.3% | -3.7%
CCOc1ccccc1/C=c1\sc2nc(-c3ccco3)nn2c1=O | 4.3% | 2.0%
Nc1nc(COc2ccccc2)cs1 | nt | -3.1%
COC(=O)c1nc(NC2=NCCCCC2)n[nH]1 | -10.3% | -3.6%
CCCCCC(=O)N1CCN(CCN=CC2=C(O)CC(c3ccco3)CC2=O)CC1 (configuration not stated) | 6.0% | 4.5%
COC(=O)c1cnn2c(C(F)(F)F)cc(-c3ccc(Br)cc3)nc12 | 2.1% | 5.0%
OCC(CO)C(c1ccccc1)c1ccccc1 | 2.4% | -3.4%
Cc1cc(C)n(-c2nnc(SCC(=O)NC3CCCC3)c3ccccc23)n1 | nt | 3.5%
O=C(CSc1nc(SCC(=O)NCc2ccccc2)n(-c2ccccc2)n1)NCc1ccccc1 | nt | 3.1%
Cc1ccc(S(=O)(=O)N2CCC(C(=O)N[C@H](C(=O)N3CCN(C)CC3)C(C)C)CC2)cc1 | 5.7% | -1.0%
COc1ccc(N=C2SC(C(=O)O)CC(=O)N2C)cc1 (configuration not stated) | 0.6% | 6.1%
COCC(=O)Nc1ccc(C)c(Cl)c1 | -7.9% | 2.3%
N#C/C(=C\c1ccc(-c2cccc(C(F)(F)F)c2)o1)c1ccc(Cl)cc1 | 8.1% | -16.1%
NNC(=O)Cn1c(-c2ccccn2)nc2ccccc21 | 3.1% | -2.3%
CCOc1ccc(OCCN2C(=O)NC3(CCCc4ccccc43)C2=O)cc1 (configuration not stated) | -3.0% | 1.3%
COc1cc2nc(-c3cccc(Br)c3)oc(=O)c2cc1OC | 2.1% | -7.2%
CCOC(=O)C1=C(O)/C(=C/c2ccc(Cl)cc2Cl)SC1=Nc1ccccc1 | 3.8% | -2.3%
c1nc(NCC2CCCO2)c2[nH]cnc2n1 (configuration not stated) | -7.0% | 4.1%
Clc1ccc(OCCOCCN2CCCC2)c2ccccc12 | -0.2% | -3.9%
CCC(=O)NCCn1c(C)cc2ccccc21 | 0.4% | -2.4%
COc1ccc(-c2csc(Nc3ccc4c(c3)OCO4)n2)cc1F | -1.4% | 3.5%
CCOC(=O)N1CCN(c2c(N3CCN(c4ccccc4OC)CC3)c(=O)c2=O)CC1 | -9.4% | 1.3%
Ic1ccc(N=Cc2ccc(OC3CSC3)cc2)cc1 | 0.7% | 1.8%
O=C(N/N=C\c1ccc(Cl)cc1Cl)c1cccc2cc[nH]c12 | -0.8% | -6.7%
Cc1ccc(NC(=O)c2ccccc2)cc1 | nt | 2.6%
Nc1[nH]nc2nc(N3CCOCC3)nc(-c3ccccc3)c12 | 3.3% | -5.4%
c1ccc(-c2ccc(-c3ccccn3)nn2)nc1 | -1.3% | 6.6%

# (next part)
# Below each SMILES: MKP-3 inhibition | Hsp70 displacement
COc1ccc(NC(=O)c2cc(=O)c3ccccc3o2)cn1
 : -3.9% | 24.2%
COc1cc(C2C(C#N)=C(N)Oc3c2oc(CO)cc3=O)cc(OC)c1OC (configuration not stated)
 : -11.8% | 2.2%
Brc1cccc(-c2nnco2)c1
 : -1.5% | 7.0%
COc1ccc(N(CC(=O)Nc2ccc(C(C)C)cc2)S(=O)(=O)c2ccccc2)cc1
 : -1.6% | -1.7%
O=C(CSc1nc(-c2ccco2)cc(C(F)(F)F)n1)N1CCc2ccccc2C1
 : -0.7% | 1.5%
COc1ccc(/C(O)=C2\C(=O)C(=O)N(c3cc(C)on3)C2c2ccc(OC)c(OC)c2)cc1OC (configuration not stated)
 : -0.4% | 5.9%
COc1ccccc1N1CCN(C2CCN(C(=O)c3cc(OC)c(OC)c(OC)c3)CC2)CC1
 : -7.4% | 5.2%
CCOc1cc(C2C3=C(CCCC3=O)NC3=C2C(=O)CCC3)ccc1OCCO
 : -12.6% | 3.4%
O=C(O)c1ccc2cc[nH]c2c1
 : -8.8% | -3.0%
Cc1nn2c(=O)nc3sc4c(c3c2[nH]c1=O)CCCC4
 : -17.9% | 2.0%
O=C(CSc1nnc(-c2c[nH]c3ccccc23)o1)N1c2ccccc2CCc2ccccc21
 : 5.1% | -7.6%
Cc1cc(C)nc(NC(=O)CSc2nc3cc(Cl)ccc3s2)n1
 : nt | 6.4%
CC(C)NC(=O)C1C(C=C(Cl)Cl)C1(C)C (configuration not stated)
 : -1.2% | -0.2%
Cc1cc(NC(=O)CSc2nnnn2Cc2ccccc2)no1
 : -1.1% | 4.7%
COc1cccc(-n2c(SCC(=O)N3CCOCC3)nnc2-c2c[nH]c3ccccc23)c1
 : -5.9% | -2.4%
COc1ccc(OC)c(-c2cc(C(=O)N3CCN(c4ccccc4)CC3)no2)c1
 : 0.8% | 3.8%
N#Cc1c(N)nc(-c2ccccc2)nc1-c1ccccc1
 : -0.5% | 1.5%
Cc1cccc(N2C(=O)/C(=C/c3ccc([N+](=O)[O-])cc3)SC2=S)c1C
 : 3.4% | 1.2%
O=C1NC(=O)N(c2cccc(F)c2)C(=O)/C1=C/c1ccc(O)c(Cl)c1
 : 2.3% | -1.7%
COC(=O)CSc1nc(NC#N)nc(NC(C)C)n1
 : nt | 2.7%
CC(C)OC(=O)c1nnc(Cc2ccc(F)cc2)o1
 : -0.1% | -4.8%
CN1CCN(Cc2ccc(-c3ccc(Cl)cc3)o2)CC1
 : -9.4% | -6.3%
CC(C)CNC(=S)N1CCC(NC(=O)C23CC4CC(CC(C4)C2)C3)CC1
 : nt | -4.8%
O=S(=O)(c1ccc2ccccc2c1)N1CCC(c2nc(-c3ccncc3)no2)CC1
 : nt | -1.1%
O=C1c2ccccc2C(=O)N1Cc1nc(-c2ccccc2)no1
 : -4.7% | 12.2%
Cc1cc(C)n(CC(O)COc2ccccc2C(=O)Nc2ccccc2)n1 (configuration not stated)
 : 1.6% | -6.9%
CCOC(=O)CNC(=O)C(=O)c1c(O)[nH]c2ccccc12
 : -8.7% | 2.0%
NNC(=O)CNC(c1ccccc1)c1cc(Br)ccc1NC(=O)c1ccccc1Cl (configuration not stated)
 : 3.3% | -5.1%
CCOC(=O)C1CCN(C(=O)C2CCN(c3nc4ccc(OC)cc4s3)CC2)CC1
 : 4.2% | 1.6%
Cc1ccc(S(=O)(=O)c2nc(-c3ccc(F)cc3)oc2SCC(N)=O)cc1
 : 3.0% | 1.3%
Fc1cccc(F)c1CSc1nc2ccccc2[nH]1
 : nt | 1.0%
CCc1cccc(C)c1NC(=O)C1C2CCC(O2)C1C(=O)O (configuration not stated)
 : -19.0%&4.5% | 3.2%&0.9%
CN(C)c1oc(-c2cccs2)nc1C#N
 : -0.2% | -2.7%
O=C(Nc1ccc2oc(-c3cccnc3)nc2c1)c1sc2ccccc2c1Cl
 : -0.3% | -0.6%
CCN1CCN(C(=O)C2CCN(Cc3nc(-c4ccc(Cl)cc4)oc3C)CC2)CC1
 : -6.8% | 13.3%
CCn1cc(C(=O)NCc2ccc(OC)cc2OC)c(=O)c2ccc(C)nc21
 : -6.6% | 3.3%
CCCn1c2c(c(O)c(C(=O)NC)c1=O)CCCC2
 : 3.8% | -1.1%
O=C(NCc1ccco1)c1ccc2snnc2c1
 : -13.8% | 4.7%
CCOC(=O)c1ccc(S(=O)(=O)N2CCN(CC(=O)NC(=O)NC3CCCCC3)CC2)cc1
 : -12.0% | 1.7%
CSc1ccccc1NC(=O)C1CCCO1 (configuration not stated)
 : -7.4% | 2.3%
Cc1cc(NC(=O)c2ccc(NC(=O)C(C)C)cc2)no1
 : nt | -0.3%
CC(C)c1ccc(-c2cc(C(=O)NCCN3CCOCC3)c3ccccc3n2)cc1
 : 3.3% | 0.2%
O=C(O)COc1ccc(-c2nnn(CC(=O)O)n2)cc1
 : -5.0% | 0.8%
Cc1cc(C)nc(NS(=O)(=O)c2ccc(N/C=C/C(=O)c3ccc(Br)cc3)cc2)n1
 : 1.1% | -1.1%
O=C(Cn1cnc2ccccc2c1=O)NCCC(=O)Nc1ccc2c(c1)OCCO2
 : 2.4% | 1.9%
Cc1ccc(-c2cc(C(F)F)n3ncc(C(=O)N4CCN5CCCC5C4)c3n2)cc1 (configuration not stated)
 : -11.3% | 3.8%
C=CCNC(=O)NC(=O)COC(=O)/C(C#N)=C/c1cc(C)n(CCC(C)C)c1C
 : nt | 5.9%
CCOCCn1c(N(C)Cc2ccccc2)nc2c1c(=O)[nH]c(=O)n2C
 : -3.1% | -1.2%
COc1ccc(C/C(N)=N/n2cnnc2)cc1Cl
 : -0.6% | 3.0%
O=C(c1ccc(Cl)cc1)N1CCN(c2c(Cl)cccc2[N+](=O)[O-])CC1
 : 2.1% | -4.4%

# Later entries
# Below each SMILES: MKP-3 inhibition | Hsp70 displacement
COc1ccc(C(=O)N2CCN(S(=O)(=O)c3ccc(Cl)cc3)CC2)cc1OC
 : 2.0% | 1.9%&-4.9%
CCOC(=O)c1ccccc1NC(=O)c1ccc(Cl)cc1
 : -3.2% | -2.1%
COC(=O)c1cc(=O)nc2sc(-c3ccccc3)nn12
 : -6.3% | -1.9%
CC1(C2(O)CC(c3ccccc3)ON2)CCCCC1 (configuration not stated)
 : -3.4% | 1.0%
CC1(C)CC(CCC(=O)Nc2ccc(S(N)(=O)=O)cc2)C(=O)O1 (configuration not stated)
 : 0.9% | 1.7%
CC1c2ccccc2C2(CCCC2)CN1C(=O)Cc1ccccc1 (configuration not stated)
 : 2.3% | -0.9%
NC(=O)c1ccc(-n2nnnc2Oc2ccccc2)cc1
 : -8.1% | -0.9%
O=C1CSC(=Nc2ccc(O)cc2)N1
 : 0.2% | -2.2%
CCCc1nn(C)c2c1C(c1cccnc1)C(C#N)=C(N)O2 (configuration not stated)
 : 9.5% | 1.9%
CCOC(=O)C1=C(CN2CCc3ccccc32)NC(=O)NC1c1cccc([N+](=O)[O-])c1 (configuration not stated)
 : nt | -3.4%
CCC(=O)Nc1cc2c(cc1C(=O)c1ccccc1)OCCO2
 : -3.6% | -1.4%
O=C(NC(=S)Nc1ccc(N2CCOCC2)c(Cl)c1)c1ccc(Cl)cc1
 : -0.8% | 0.1%
Cc1sc2ncnc(N3CCCCC3)c2c1C
 : nt | -0.2%
C=C(C)C(C)(C#CCN1CCCCC1)OCCC#N (configuration not stated)
 : 4.3% | -6.0%
Cc1cc(C)c(N2C(=O)c3ccc(C(=O)Nc4ccccc4C(=O)O)cc3C2=O)c(C)c1
 : 4.6% | 0.3%
COC(=O)c1c(C)oc2ccc(OCc3ccccc3Cl)cc12
 : 4.0% | -6.3%
c1ccc2c3c(cc(N4CCOCC4)c2c1)OC1(N2CCOCC2)CCCCC1O3 (configuration not stated)
 : 7.8% | -4.5%
COc1ccc(-c2nc3n(n2)C(c2ccncc2)C(C(N)=O)=C(C)N3)cc1 (configuration not stated)
 : -3.6% | -1.3%

# Bioassay records: PubChem, Sanford-Burnham Center for Chemical Genomics
